# Screens as filed in PubChem.
# hcGAS lum: Primary biochemical luminescence assay for human cyclic GMP-AMP synthase inhibitors | inhibition, % at 12.5 µM | 290,000 tested, 0.081% active | recombinant h-cGAS, ATP depletion, Kinase-Glo luminescence;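 note: 0% = vehicle reaction and 100% = reaction without DNA for no activity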
# Target sequence (Q8N884 whole entry, looked up): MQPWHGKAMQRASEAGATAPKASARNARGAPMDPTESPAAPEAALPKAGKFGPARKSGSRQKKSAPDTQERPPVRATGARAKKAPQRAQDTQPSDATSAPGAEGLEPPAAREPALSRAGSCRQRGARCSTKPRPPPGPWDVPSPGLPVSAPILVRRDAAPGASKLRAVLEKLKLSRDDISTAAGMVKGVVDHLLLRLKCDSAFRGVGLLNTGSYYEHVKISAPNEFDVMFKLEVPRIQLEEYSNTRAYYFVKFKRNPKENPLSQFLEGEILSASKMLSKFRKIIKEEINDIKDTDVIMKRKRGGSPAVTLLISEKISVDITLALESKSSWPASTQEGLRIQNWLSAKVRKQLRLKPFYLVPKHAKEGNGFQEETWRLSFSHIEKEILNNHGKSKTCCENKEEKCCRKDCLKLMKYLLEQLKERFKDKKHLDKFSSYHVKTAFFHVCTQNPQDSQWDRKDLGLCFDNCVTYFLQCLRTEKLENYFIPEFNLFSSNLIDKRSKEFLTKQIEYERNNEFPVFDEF
# NPYLR7 agonist: agonists of mosquito NPYLR7 receptor, primary screen, cell-based, Aedes aegypti, calcium fluorescence, mosquito biting behavior; Aedes aegypti neuropeptide Y-like receptor 7 (NPYLR7); HEK293T NPYLR7/Galpha15, GCaMP6s calcium fluorescence; activation, % at 10 µM; 270,000 tested, 0.15% active; AID 1259423, 2018; in the data active = activation above about 40%;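 note: 0% = vehicle and 100% = reference agonist at the receptor; some compounds past the cut are filed as inactive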
# mcGAS lum: cyclic GMP-AMP synthase inhibitors, mouse, primary biochemical chemiluminescence. Q8C6L5. recombinant cGAS, Kinase-Glo ATP depletion luminescence. inhibition, % at 12.5 µM. 160,000 tested, 0.15% active;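 note: 0% = negative control wells and 100% = reference inhibitor with no enzyme activity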
# An asterisk follows results filed as active; . = no result given. Cut-off read from the data, not from the text of the source, unless noted: active = inhibition above about 40%; inactive = the rest.
# The line under a structure holds: hcGAS lum, NPYLR7 agonist, mcGAS lum
O=C(NCCn1nc(-c2cccnc2)ccc1=O)Nc1ccc(F)cc1
  -6, 9, .
CCOC(=O)c1sc2nc(C(C)NC3CCC(C)CC3)[nH]c(=O)c2c1C (centres undefined)
  -4, -3, .
Cc1cc(C)c(C#N)c(N2CCN(CC(C)(C)N3CCOCC3)CC2)n1
  -15, ., -7
O=c1c2cc(Br)ccc2nc(-c2ccc(F)cc2C(F)(F)F)n1Cc1ccccc1
  -4, 5, -5
CCn1nc(C(C)(C)C)cc1C(=O)N[C@@H](CC(C)C)C(=O)NCC#N
  -11, 11, .
CC(C)C(NC(=O)c1cn(-c2ccc3c(c2)OCCO3)nn1)c1ccc(F)cc1 (centres undefined)
  -14, 4, .
COC(=O)Cn1ncnc1Sc1nc2c(c(=O)n(C)c(=O)n2C)n1C
  -3, -1, .
Cn1ccnc1SCCNc1ccc(-c2nccn2C)nn1
  -5, 4, .
S=c1[nH]nc(NC2CCCCC2)s1
  -3, 22, -5
CCC(=O)c1ccc(OCC(=O)NNC(=O)c2cccc(S(=O)(=O)N(C)C)c2)cc1
  -4, 2, .
O=c1[nH]c(Cc2ccccc2)nc2c1C1(CCCCC1)Cc1ccccc1-2
  3, 0, -2
c1csc(-c2csc3nc(CN4CCOCC4)nc(Sc4ncn[nH]4)c23)c1
  9, -1, .
CCOC(=O)C1CCN(C(c2ccc(OCC)cc2)C2Sc3nc(C)nn3C2=O)CC1 (centres undefined)
  1, 0, -2
CN(C)C(CNC(=O)NCCS(=O)C(C)(C)C)C1CCCCC1 (centres undefined)
  -15, 0, .
FC(F)(F)c1cccc(N2CCN(C3CCCN(C/C=C/c4ccccc4)C3)CC2)c1 (centres undefined)
  -2, ., -9
CCOC(=O)c1cn[nH]c1S(=O)(=O)N1CCc2ccccc21
  -5, -1, -7
CCCCCCNC1CS(=O)(=O)CC1N1CCCC1 (centres undefined)
  -5, 11, .
Cn1c(SCC(=O)N2CCCC(C(N)=O)C2)nnc1-c1ccccc1 (centres undefined)
  -5, -1, -8
FC(F)Oc1ccc(-n2c(-c3ccccc3)c[nH]c2=S)cc1
  -3, -7, -8
CSc1nnc(Cn2c(=O)sc3ccccc32)n1C
  -6, 7, .
OCC1(Cc2cccc(Cl)c2)CCCN(Cc2cn[nH]c2C2CCCCC2)C1 (centres undefined)
  6, 4, .
COc1cccc(OCc2c(-c3ccccc3)nnn2CC(=O)Nc2ccc3c(c2)OCO3)c1
  -11, 5, .
COc1cc(C(=O)NC2CCCC2)cc(Cl)c1OC
  -12, -5, .
CCC(=O)Nn1cnc2c(cnn2-c2cccc(Cl)c2)c1=O
  -11, 3, .
O=C(CCCn1nc(-c2cccs2)ccc1=O)Nc1nc2ccccc2s1
  -1, 4, -7
O=C(CN(C1CC1)S(=O)(=O)c1ccccc1)N(CCc1c[nH]c2ccccc12)Cc1ccc(F)cc1
  -6, 8, -6
CCc1cc(Oc2cccc(C(C)C)c2)nc(SCc2cc(F)ccc2F)n1
  -4, -3, -3
CC(C)Cn1nnc2c(=O)oc3ccccc3c21
  -4, 20, .
CSCC(=O)Nc1nc(-c2ccc3c(c2)OCCO3)cs1
  -11, 6, -8
COc1ccc(Cl)cc1CN1C(=O)C(C)Oc2c(C(C)=O)cccc21 (centres undefined)
  -2, 5, .
Cc1cccc(CNc2cc(S(=O)(=O)N3CCOCC3)ccc2N2CCCC2)c1
  1, 7, .
COc1ccccc1Oc1cnn(C)c(=O)c1Nc1cccc(C(=O)N2CCN(C)CC2)c1
  -7, 8, -5
CN(CCC1CCCCO1)C(=O)CC1(c2cccc(C(F)(F)F)c2)CC(=O)N(C2CC2)C1=O (centres undefined)
  -6, 14, -11
Cc1nn(C)c(C(=O)N(C)CC2COc3ccccc3O2)c1Cl (centres undefined)
  -2, 9, .
CC(C)CNC(=O)C1(C)CCCN1C(=O)COc1ccc(Cl)cc1Cl (centres undefined)
  -12, 2, -5
Cn1ccnc1-c1nccn1Cc1ccccc1-n1cccn1
  -9, 20, -18
Cc1c(CNc2nc(-c3cccnc3)nc3c2CNC3)oc2ccccc12
  0, 26, -19
CC1(Cc2cc(Cl)ccc2C(F)(F)F)C(=O)Nc2ccc(-c3ccncc3)cc21 (centres undefined)
  0, 2, -2
CCN(CC)C(=O)Oc1ccc2c(ccn2Cc2ccccc2Cl)c1NC(=O)C(OC(C)=O)c1ccccc1 (centres undefined)
  -6, -1, -7
O=[N+]([O-])c1ccccc1CN1CCCn2cccc2C1c1cccc(O)c1 (centres undefined)
  -6, 7, -4
CC1CCCN(c2nc3sc(C(=O)O)cc3[nH]2)C1 (centres undefined)
  -2, -1, .
O=C(CSc1nnc(-c2ccc(Cl)cc2)o1)N1CCCCCCC1
  0, -2, -1
NC(=O)C1CCN(C(=O)C2CCCN(S(=O)(=O)N3CCOCC3)C2)CC1 (centres undefined)
  -6, 5, .
CCN(CC)c1ccc(CN(CC(C)C)C(=O)CC(C)(C)C)c(OS(C)(=O)=O)c1
  0, 0, -4
CCOC(=O)CCC(=O)N1CCCN(c2nc(CC(C)C)nc3onc(-c4cccc(C(F)(F)F)c4)c23)CC1
  -3, 14, -4
COc1cc(OC)c(OC)cc1C=Nn1c(-c2ccccc2Br)n[nH]c1=S
  -4, 1, -2
CN1C[C@@H]2CC[C@H](CC1=O)N2C(=O)CCn1cncn1
  -4, 6, -19
C=CCNC(=O)c1ccccc1N1CCC(NC(=O)c2ccco2)CC1
  -7, -2, -7
CCC(C)NC(=O)CN1C(=O)NC(CCSC)C1=O (centres undefined)
  -4, -1, .
O=c1[nH]c2ccccc2c(=O)n1CCCN1CCN(c2cccc(Cl)c2)CC1
  2, -26, .
COCCCn1c(CN(C)C(C)c2nc(C)sc2C)cnc1S(C)(=O)=O (centres undefined)
  -6, 15, -9
COc1cc(-c2cc(C(=O)N/N=C\c3ccccc3O)[nH]n2)ccc1OC(C)C
  0, 2, 2
OC1CCC(Nc2nc(-c3ccccc3)nc3[nH]ccc23)CC1 (centres undefined)
  -5, -4, .
CCOc1cccc(-c2cc(C(=O)NCc3ccc4c(c3)OCO4)c3ccccc3n2)c1
  0, 12, 0
Cc1ccc(NC(=O)CN2CCN(C(=O)CSc3ncccc3Cl)CC2)cc1
  -4, 1, .
CCc1cccc2c(C(CC(=O)N3CCN(c4ccccc4F)CC3)c3ccc(OC)cc3OC)c[nH]c12 (centres undefined)
  -4, 10, -5
Cc1nnc2c3c4c(sc3nc(C)n12)CCCC4
  -2, 0, -4
Cc1cc(NC(=O)C2(C)CCN(C)C2)c2ccccc2n1 (centres undefined)
  -14, 3, .
COc1cccc(CNC(=O)c2c(C)noc2-c2cccs2)c1
  -11, 20, -9
CCC(C)C(=O)Nc1cc(S(=O)(=O)N(CC)CC)ccc1N1CCCC1 (centres undefined)
  -3, 5, .

# Full records as entered above. Screens in order: hcGAS lum, NPYLR7 agonist, mcGAS lum
# Results for Cc1nnc2c3c4c(sc3nc(C)n12)CCCC4 = -2, 0, -4
# Results for COc1cccc(CNC(=O)c2c(C)noc2-c2cccs2)c1 = -11, 20, -9
# Results for CC1CCCN(c2nc3sc(C(=O)O)cc3[nH]2)C1 (centres undefined) = -2, -1, .

# Going on with the list.
# The line under a structure holds: hcGAS lum, NPYLR7 agonist, mcGAS lum
O=C(Nc1ccccc1)N1CCN(CC=Cc2ccccc2)CC1
  -6, 2, -5
Cn1cc(N)c(C(=O)Nc2ccc3c(c2)C(=O)NC3=O)n1
  2, -6, 1
Cc1cnc(Cn2ccnc2-c2cccc(C(F)(F)F)c2)cn1
  -3, -2, .
COc1ccccc1CN(C)C(=O)c1coc(CN2CCN(c3ncccn3)CC2)n1
  -9, -2, .
O=C(COC(=O)c1ccc(N2CCCC2)c([N+](=O)[O-])c1)Nc1cccc2ccccc12
  1, 9, -5
CCOC(=O)c1nc2cc(C)c(C)cc2nc1N1CCN(C(=O)c2cc3ccccc3s2)CC1
  -3, ., -8
CCC1CN(C(=O)c2coc(CN3CCN(c4ncccn4)CC3)n2)CCO1 (centres undefined)
  -2, -1, -13
CC(C)=CC(=O)N1CCC2(CC1)NCCNC2=O
  2, 3, -13
CC(=O)Nc1ccc(NC(=O)CSc2nc3ccccc3s2)cc1
  -4, 4, .
CC1(C)OC2Cc3ccccc3CC2O1 (centres undefined)
  -1, 15, .
O=C(c1ccc(C(F)(F)F)cc1)N1CCSC1c1cccc(F)c1 (centres undefined)
  -2, 2, -2
CCOC(=O)Cc1csc(=Nc2ccc(C)cc2C)n1CCCO
  -4, -10, -10
CSc1nc(=O)[nH]c(C)c1C(=O)NC1CC1c1cccc(Cl)c1 (centres undefined)
  -18, 1, -16
CCN(CC)c1onc(-c2ccc(F)cc2)c1CN(CCN(C)C)C(=O)c1ccc(Cl)cc1
  -5, 11, -6
CN=c1scc(-c2cccc(Br)c2)n1N=Cc1ccccc1O
  2, 2, .
COc1cc2ncc(S(=O)(=O)c3ccccc3)c(Nc3ccccc3)c2cc1OC
  -3, 4, -2
Cc1nc(-n2cnnc2)ccc1-c1ccc(C(N)=O)cc1
  0, 3, -13
O=C(NCc1ccc(OCc2ccccn2)cc1)c1ccc2c(c1)OCCO2
  -6, -6, .
CC(C(=O)Nc1ccccc1)N1CCCN(c2ccc(C(F)(F)F)cn2)CC1 (centres undefined)
  -5, -1, -6
COc1cc(NC2CCN(Cc3ccccc3)CC2)ncn1
  -1, -1, .
O=C1CN(Cc2cccc3cccnc23)CC(OCc2ccccn2)CN1C1CCCCC1 (centres undefined)
  0, 13, -14
COc1ccc(CCN(C)c2nc(SCc3ccc(C(=O)N4CCCC4)cc3)nc(C)c2C)cc1OC
  -2, 3, -4
CCN(Cc1c(F)cccc1Cl)C(=O)c1cnn2ccn(C)c12
  -6, 1, .
CCc1ccc(S(=O)(=O)NCCc2csc3nc(-c4cccc(F)c4)nn23)s1
  -4, 15, -5
Cc1ccc(-c2nc(C=Nc3cccnc3)c(O)o2)cc1
  -3, -2, .
O=c1oc2ccccc2cc1-c1csc(NNc2ccccc2)n1
  -3, -2, -3
COc1cc([N+](=O)[O-])ccc1NC(=O)CCl
  1, -4, 70*
CCOC(=O)N1CCN(c2nc3c([nH]2)c(=O)n(C)c(=O)n3C)CC1
  4, -4, .
CN1CCC(N(C)c2ccc(C(=O)N3CCC(CCn4cccn4)CC3)cn2)C1 (centres undefined)
  -8, 5, .
Cc1ccc(-c2ccnc3c(C(=O)NCc4ccc(Cl)cc4)cnn23)cc1C
  -4, 2, .
CCCOC(=O)CSc1[nH]c(=O)cc(C)c1C#N
  3, -1, 2
Fc1ccc(Nc2ccnc3ccc(Cl)cc23)cc1
  -3, -5, -6
Cc1c(Cl)cccc1NC(=O)CC(=O)N1CCC(N(C)C)C1 (centres undefined)
  -6, 1, -9
CCOC(=O)c1nn(-c2ccccc2C)c(=O)cc1N1CCC(C)CC1
  -6, 5, .
CCOC(=O)C1(Cc2cccc(OC)c2)CCN(Cc2cnc(SC)nc2)CC1
  -8, 4, .
Cc1ccccc1-n1c(SCc2cccc(C(F)(F)F)c2)nnc1-c1ccc(F)cc1
  -1, 3, -5
CC(=O)N1CCN(c2ccc(Br)cc2)C(=O)C1C (centres undefined)
  0, 2, -2
O=C1OCC(OCc2ccccc2)C(OCc2ccccc2)C1OCc1ccccc1 (centres undefined)
  -5, 7, .
CC1C(=O)N(c2ccc(F)cc2F)CCN1C(=O)C1CC1 (centres undefined)
  -1, 3, -5
O=C(CCC1CCN(C(=O)c2cncs2)CC1)NCc1ccc(F)cc1
  -9, 8, .
CC1CCCCN1CCCNC(=O)c1ccc(CSc2nc(Cl)cc(N3CCN(c4ccccc4F)CC3)n2)cc1 (centres undefined)
  3, -5, 1
CC1=C(OS(=O)(=O)c2ccc(C)cc2)C(C)(C)C(c2ccccc2)OC1=O (centres undefined)
  -6, 20, .
CNc1cncc(-c2cnn(CC(C)C)c2)n1
  -11, 3, .
CCc1cnc(C)nc1N(C)Cc1nncn1C(C)C
  2, 16, .
Cc1c(Cl)ccc2sc(N(Cc3ccncc3)C(=O)c3ccc(C#N)cc3)nc12
  -8, -4, -10
CC(C)CC(C)NC(=O)c1ccc(SCc2ccccc2)nc1 (centres undefined)
  -3, -12, -5
c1cn(Cc2ccc(-n3cncn3)cc2)c(-c2ccc3nonc3c2)n1
  -1, 15, -15
Cc1cccc(NC(=O)c2n[nH]nc2Nc2cccc(Cl)c2)c1
  -2, ., -5
COc1ccc(S(=O)(=O)Nc2ccccn2)cc1C
  0, -1, -3
Cn1c(=O)c2c(=O)cc(Cl)[nH]c2n(C)c1=O
  -7, 13, .
CSc1ncccc1C(=O)N1CCN(S(=O)(=O)/C=C/c2ccccc2)CC1
  -6, -1, -16
CCN(C(C)=O)C1CCN(c2nccc(CCC(F)(F)F)n2)C1 (centres undefined)
  2, 25, .
Cc1cccc2[nH]c(CCn3cnc(-c4ccccc4)c3-c3cnc[nH]3)nc12
  -1, -6, -1
COc1ccc(CC(=O)N(Cc2cccc(Cl)c2)Cc2nc3cc(Cl)ccc3o2)cc1OC
  -5, -4, -4
COCc1nc(N[C@@H](C)c2ncccc2C)c2cnn(C)c2n1
  -5, 19, .

# Already shown: 2 of the compounds above.
# The line under a structure holds: hcGAS lum, NPYLR7 agonist, mcGAS lum
CCCOC(=O)CSc1[nH]c(=O)cc(C)c1C#N
  3, -1, 2
Fc1ccc(Nc2ccnc3ccc(Cl)cc23)cc1
  -3, -5, -6
